FLuc modulator – firefly luciferase modulation, counter-screen for miR-21 project; P08659; purified FLuc, Km substrates, luminescence inhibition; Potency, µM (series often up to 57.5 µM), for inactives: at the top dose activity change, negative = inhibition, most hits filed as inhibitors; 6.9% of 360,000 active; AID 588342;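 also: potency is read from the fitted curve at half-maximal effect; plate controls were vehicle for no effect and reference inhibitor for full effect; nearly all actives have a fitted effect of over 55% in size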
Target sequence (P08659 whole entry, looked up): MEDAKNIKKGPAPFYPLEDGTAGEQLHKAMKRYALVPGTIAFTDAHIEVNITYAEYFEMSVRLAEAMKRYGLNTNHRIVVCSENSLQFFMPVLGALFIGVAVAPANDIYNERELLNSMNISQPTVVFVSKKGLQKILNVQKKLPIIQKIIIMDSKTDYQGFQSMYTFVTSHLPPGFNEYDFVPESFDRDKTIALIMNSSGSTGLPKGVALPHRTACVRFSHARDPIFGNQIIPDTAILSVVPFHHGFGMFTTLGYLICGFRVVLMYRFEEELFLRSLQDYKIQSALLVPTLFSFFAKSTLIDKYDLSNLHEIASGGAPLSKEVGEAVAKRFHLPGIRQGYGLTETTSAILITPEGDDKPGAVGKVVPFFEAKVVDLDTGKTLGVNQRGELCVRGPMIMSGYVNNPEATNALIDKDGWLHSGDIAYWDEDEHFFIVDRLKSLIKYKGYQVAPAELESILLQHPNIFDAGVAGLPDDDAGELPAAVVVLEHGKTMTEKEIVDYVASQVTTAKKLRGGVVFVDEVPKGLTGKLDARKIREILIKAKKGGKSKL
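Purified P. pyralis luciferase (10nM final) with 10uM D-luciferin and 10uM ATP (Km levels) in 50mM Tris acetate pH 7.5, 10mM Mg acetate, 0.01% Tween-20, 0.05% BSA; qHTS 6-point titration, ~60 µM downward; luminescence read.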
NPC1 prom act – activates the NPC1 promoter. Huh7 NPC1 promoter luciferase reporter, 24 h. Potency, µM (top dose mostly 9.22 µM), for the others: at the top dose activation, hits mostly activators. 2.4% of 320,000 active;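 also: potency is read from the fitted curve at half-maximal effect; % of control where 0% means no effect; nearly all actives have a fitted effect of over 60% in size; reporter is driven by a mutant NPC1 promoter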
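Compounds in DMSO were transferred onto Huh7 NPC1-luciferase reporter cells pre-incubated 2 h; after 24 h at 37 °C, Amplite reagent was dispensed and luminescence recorded 10 min later.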
ELG1 genotox – induces genotoxicity in HEK293T cells with luciferase-tagged ELG1 | AID 504466 | Potency, µM (doses to about 46 µM), for the others: at the highest dose activity change, positive = activation, most hits filed as activators | HEK293T ELG1-luciferase reporter, luminescence, 16 h | 1.3% of 330,000 active; also: potency is read from the fitted curve at half-maximal effect; % of control where 0% means no effect; nearly all actives have a fitted effect of over 60% in size
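Reporter readout depends on ELG1 protein level, which increases with genetic stress. After 16 hr compound exposure at 37 °C, luciferase activity was quantified using ONE-Glo.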
p53 reactivator – restores transcriptional activity of mutant p53; H1299 p53-A138V BP100-luciferase reporter, luminescence, 24 h; Potency, µM (series often up to 92.2 µM), without a hit: at the highest dose activity change, positive = activation, usual class: activators; 0.063% of 320,000 active; also: potency is read from the fitted curve at half-maximal effect; % of control where 0% means no effect; nearly all actives have a fitted effect of over 45% in size
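H1299 (p53-null), stable ts p53-A138V + BP100-Luc; 1000 cells/well, Opti-MEM/10% FBS; cpd 4 pt, 1:5; 24 h, 37 deg C, 5% CO2; detection reagent 10 min RT; luminescence.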
Menin MLL FP TR – inhibitors of human menin-MLL interaction, mutant MLL peptide. O00255. Menin + Texas Red MLL mutant peptide, fluorescence polarization. Potency, µM (highest dose often 61.6 µM), inactives show at the highest dose FP activity change, negative = inhibition, most hits filed as inhibitors. 0.23% of 270,000 active; active = well fitted inhibition curve with a large enough effect in the polarisation, with a control signal flat, not every such curve was filed as active; inconclusive = small, poorly fitted or top-dose-only effect, or effect the other way, or a change in a side signal; inactive = no such curve, though single readings can be large or run the other way; the % refers to the polarisation; also: potency is read from the fitted curve at half-maximal effect; % of control where 0% means no effect; many of its hits are not listed in these tables
RORg inh – ROR gamma (mouse) transcription inhibition | Drosophila S2 Gal4-RORgamma UAS-luciferase reporter, 20 h | AID 2551 | 5.4% of 310,000 active | Potency, µM (highest dose often 53.6 µM), for the others: top-dose activity change, negative = inhibition, hits mostly inhibitors | P51450; also: potency is read from the fitted curve at half-maximal effect; % is scaled to controls: 0 for no effect and ±100 for the full control effect; nearly all actives have a fitted effect of over 60% in size
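Using a luciferase readout, inhibitors were identified by reduced reporter activity in Drosophila cells coexpressing a copper-inducible Gal4–ROR gamma fusion and UAS-driven Photinus luciferase, incubated 20 hr after 700 uM copper sulfate.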
Giardia kill – Giardia lamblia killing. Giardia lamblia trophozoite viability. activity change, % at 7.66 µM, hits read low. 0.15% of 340,000 active; in the data active = activity change below about -80%; inconclusive = between about -30% and that limit;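 also: parasites exposed to compound for two days anaerobically before the ATP read; % is scaled to controls: 0 for no effect and ±100 for the full control effect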
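Media and compound were dispensed first, then trophozoites at 100 cells/well; plates sat 48 hrs at 37 deg C without oxygen before ATP luminescence reagent was added and read after 15-30 min at room temperature.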
PKM2 activator – increases activity of human pyruvate kinase M2 | Potency, µM (titrated, usually from 57.5 µM), without a hit: at the highest dose activation, usual class: activators | P14618 | AID 1631 | purified PKM2, Kinase-Glo ATP luminescence, activation; response scale: 0% is enzyme alone, no compound | 0.34% of 260,000 active; also: potency is read from the fitted curve at half-maximal effect; % is scaled to controls: 0 for no effect and ±100 for the full control effect; nearly all actives have a fitted effect of over 55% in size
Target sequence (P14618 whole entry, looked up): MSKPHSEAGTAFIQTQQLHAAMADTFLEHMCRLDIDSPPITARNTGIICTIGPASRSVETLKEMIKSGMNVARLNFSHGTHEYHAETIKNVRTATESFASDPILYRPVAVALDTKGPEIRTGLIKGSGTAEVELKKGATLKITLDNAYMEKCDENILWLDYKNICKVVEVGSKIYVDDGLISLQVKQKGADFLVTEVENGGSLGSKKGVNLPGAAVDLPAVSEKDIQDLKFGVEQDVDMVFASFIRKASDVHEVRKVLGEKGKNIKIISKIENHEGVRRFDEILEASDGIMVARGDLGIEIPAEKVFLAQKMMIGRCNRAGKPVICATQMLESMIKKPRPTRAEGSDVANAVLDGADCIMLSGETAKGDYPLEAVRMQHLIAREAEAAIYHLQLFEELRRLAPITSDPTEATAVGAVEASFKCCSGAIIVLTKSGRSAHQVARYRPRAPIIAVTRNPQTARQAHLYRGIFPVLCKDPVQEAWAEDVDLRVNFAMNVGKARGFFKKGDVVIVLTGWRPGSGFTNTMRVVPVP
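ATP formation by purified human PK-M2, quantified via coupled luciferase luminescence after 1 h at room temperature with 0.1 mM ADP and 0.5 mM PEP final.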
Rab9 prom act – activators of Rab9 promoter. 2.8% of 320,000 active. Potency, µM (series often up to 9.22 µM), for inactives: top-dose activation, negative = inhibition, usual class: activators. Huh7 Rab9 promoter-luciferase reporter, luminescence, 24 h; also: potency is read from the fitted curve at half-maximal effect; % of control where 0% means no effect; nearly all actives have a fitted effect of over 60% in size
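Luminescence read-out: Huh7 cells stably expressing Rab9-luciferase, treated 24 h with compound at 37 °C, then lysed with luciferase reagent for 10 min at ambient before reading.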
Gal4-VP16 FLuc – inhibits Gal4-VP16 luciferase reporter, ROR gamma counter-screen; Drosophila S2 Gal4-VP16 UAS-luciferase, luminescence, 20 h; Potency, µM (top dose mostly 53.6 µM), for the others: at the highest dose activity, negative = inhibition, most hits filed as inhibitors; 3.5% of 310,000 active; AID 2546;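 also: Gal4-VP16 expression switched on by copper sulfate through the metallothionein promoter; potency is read from the fitted curve at half-maximal effect; % is scaled to controls: 0 for no effect and ±100 for the full control effect; nearly all actives have a fitted effect of over 50% in size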
BRCA1 expr act – increases BRCA1 expression; MCF7-BRCA1-FFLuc reporter, luminescence, 48 h; response scale: scaled: vehicle 0%, 10 µM genistein 100%; Potency, µM (top dose mostly 46.1 µM), for inactives: at the top dose activation, most hits filed as activators; 1.1% of 380,000 active; AID 624202; also: potency is read from the fitted curve at half-maximal effect; nearly all actives have a fitted effect of over 80% in size; some results filed as inactive show a strong effect at the top dose
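Luminescence from a BRCA1-driven firefly luciferase in MCF7 cells was read after 48 h compound exposure at 37 C. Data normalized against DMSO and a 10microM genistein activation control, then curve-fitted across the titration.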
* = called active by the depositor; ? = inconclusive; nt = not tested or not shown; [ ] = dose if it differs, or a comment. Unless noted, calls follow the shape of the dose curve; as a rule, active = well fitted curve in the direction sought with a large enough effect; inconclusive = small, poorly fitted or top-dose-only effect, or another doubt; inactive = no such curve, though single readings can be large; an effect the other way counts as inactive or inconclusive. An excerpt, so the mix of outcomes need not match the whole.

Start of the data: the first 2 entries, ahead of the listing:
SMILES	FLuc modulator	NPC1 prom act	ELG1 genotox	p53 reactivator	Menin MLL FP TR	RORg inh	Giardia kill	PKM2 activator	Rab9 prom act	Gal4-VP16 FLuc	BRCA1 expr act
CC1CC(C)(C)NC(=S)N1CC(=O)N1CCN(Cc2ccc3c(c2)OCO3)CC1 (configuration not stated)	-1%	-2%	-1%	-4%	-6%	-19%	-21	nt	1%	2%	-1%
O=C(NC1CCCCC1)C(c1ccc(Cl)cc1)N(C(=O)c1ccccn1)c1cccnc1 (configuration not stated)	-2%	1%	6%	1%	8%	-28%	nt	-3%	-3%	1%	nt

Results, repeating the preview:
SMILES	FLuc modulator	NPC1 prom act	ELG1 genotox	p53 reactivator	Menin MLL FP TR	RORg inh	Giardia kill	PKM2 activator	Rab9 prom act	Gal4-VP16 FLuc	BRCA1 expr act
CC1CC(C)(C)NC(=S)N1CC(=O)N1CCN(Cc2ccc3c(c2)OCO3)CC1 (configuration not stated)	-1%	-2%	-1%	-4%	-6%	-19%	-21	nt	1%	2%	-1%
O=C(NC1CCCCC1)C(c1ccc(Cl)cc1)N(C(=O)c1ccccn1)c1cccnc1 (configuration not stated)	-2%	1%	6%	1%	8%	-28%	nt	-3%	-3%	1%	nt
Cc1sc2ncnc(SCC(=O)NC(=O)NCc3ccco3)c2c1C	3%	-3%	-1%	-19%	1%	-28%	-2	9%	-6%	-1%	-1%
CCCC(=O)Nc1cc(C(=O)O)ccc1Sc1ccccc1	?	-3%	-1%	-2%	22%	6%	3	0%	3%	-1%	-11%
CN(CC(=O)Nc1ccccc1C(F)(F)F)C(=O)CSCc1ccc(Cl)c(Cl)c1	2%	0%	-6%	-2%	nt	nt	11	nt	1%	nt	-3%
CCOc1ccc(/C=C2\C(=O)c3ccccc3OC2c2ccccc2)cc1 (configuration not stated)	?	1%	0%	1%	0%	3%	7	1%	-2%	-5%	-59%
C=CCOc1c(Cl)cc(CNCCC)cc1Cl	1%	0%	1%	-2%	2%	13%	-3	2%	1%	2%	12%
O=C(NC12CC3CC(CC(C3)C1)C2)c1cccc([N+](=O)[O-])c1	-11%	2%	-3%	6%	0%	14%	4	1%[11.5 µM]	3%	-17%	6%
CCOC(=O)N1CCC(N(CCN(C)C)C(=S)Nc2cccc(Cl)c2)CC1	5%	-8%	9%	10%	-2%	-39%	5	14%	-8%	-17%[10 µM]	-20%
COc1ccc(-n2ccnc2SCC(=O)NO)cc1	0%	0%	5%	-5%	-3%	-16%	5	-4%	-2%	-11%	-9%
CCCCCn1c(N2CCN(c3cccc(Cl)c3)CC2)nc2c1c(=O)[nH]c(=O)n2C	6%	-3%	-8%	-3%	-8%[11.7 µM]	?	2	1%	-1%	-6%	-72%
COc1ccccc1N1CCN(C(=O)COc2cc(C)ccc2C)CC1	5%	1%	-3%	-12%	-3%	-2%	-23	-4%	-5%	-5%	-17%
Brc1ccc(N=C(c2ccccc2)c2ccncc2)cc1	-5%	11%	1%	1%	3%	-9%	12	2%	-3%	-10%	0%
CC(C)(C)c1ccc(OCc2ccc(C(=O)NN)o2)cc1	15µM*	0.4µM*	?	6%	nt	-4%	26	1%	0.79µM*	?	?
Cc1ccc(S(=O)(=O)C2(S(=O)(=O)c3ccc(C)cc3)CCCC2)cc1	3%	-24%	0%	1%	-3%	19%	6	9%	-22%	-5%	-68%
CCOC(=O)CSc1nc2sc3c(c2c(=O)[nH]1)CCCC3	-3%	-1%	-1%	2%	-9%	2%	0	-1%	5%	-21%	13%
CCC(C)NC(=O)Cn1cc(S(=O)(=O)N2CCN(c3ccccc3F)CC2)c2ccccc2c1=O (configuration not stated)	2%	-2%	0%	-1%	-18%	3%	-6	0%	2%	-6%	-20%
CCCCN(Cc1ccccc1)C(=O)C1CCC(=O)N(CCc2ccccn2)C1 (configuration not stated)	5%	-3%	5%	12%	nt	-14%	29	-2%	0%	-6%	5%
CCOC(=O)c1cccc(NC(=O)Nc2cc(OC)ccc2OC)c1	-1%	7%	-2%	1%	7%	26%	-2	-5%	1%	4%	-52%
CCCc1cc(C(=O)Nc2nccs2)cs1	1.9µM*	1.8µM*	1.3µM*	21%	?	5µM*	-4	-6%	1.3µM*	7.9µM*	94%
CC(C)OCCCNC(=O)CNC(=O)c1ccc(Cl)c(Cl)c1	6%	1%	0%	0%	-5%	28%	-9	-1%	-3%	-5%	-12%
COc1ccc2nc(NCCCNC(=O)c3cc(OC)c(OC)c(OC)c3)c(C#N)cc2c1	-2%	-3%	-7%	-1%	8%	-9%	-7	0%	2%	-11%	-13%
C/C(CC1CC2=C(CC1(C)C)C(C)(C)CCC2)=N\NC(N)=S (configuration not stated)	0%	-13%	-13%	8%	-13%	2µM*	10	-2%	-15%	3.2µM*	-77%
COc1cccc(/C=N\NS(=O)(=O)c2ccccc2)c1OC	1%	0%	0%	6%	nt	-2%	-6	-2%	3%	-6%	5%
O=S(=O)(c1ccc(Br)s1)N1CCN(c2ccccc2)CC1	3%	-3%	1%	-2%	16%	13%	-1	-1%	0%	-12%	2%
CCOC(=O)c1cc(-c2ccncc2)nc2c1c(C)nn2-c1ccccn1	-5%	-4%	-2%	1%	2%	?	5	-2%	5%	-25%	-61%
COc1ccc(CCNC(=O)C(C(=O)c2ccc(F)cc2)n2ccccc2=O)cc1OC (configuration not stated)	1%	3%	4%	-5%	-7%	-11%	2	-2%	-3%	-11%	-7%
O=C(O)CCC(=O)NCc1cn(-c2ccccc2)nc1-c1cccc(Br)c1	?	-1%	3%	1%	-12%	4%	-8	-1%	-3%	-8%	-8%
Cc1cc(NC(=O)COC(=O)CCC(=O)c2ccc(F)cc2)no1	-10%	-2%	2%	2%	-1%	1%	3	-12%	0%	-2%	5%
O=C(COC(=O)c1cc(S(=O)(=O)N2CCOCC2)ccc1F)NC1CCCCC1	-1%	0%	-3%	2%	nt	nt	5	nt	11%	nt	-15%
O=C(NCCC1=CCCCC1)C1CCN(c2nc3ccccc3o2)CC1	2%	1%	-3%	0%	-7%	-8%	-4	-1%	1%	-15%	-17%
Cc1cccc(NC(=O)C2CCN(S(C)(=O)=O)CC2)c1C	2%	-2%	2%	nt	13%	-8%	-7	-2%	0%	1%	-2%
CCOC(=O)CN1C=C(c2ccc3ccccc3n2)C(C[N+](=O)[O-])c2ccccc21 (configuration not stated)	?	2%	23%	10%	-1%	29%	6	24%	?	-23%	41%
Cc1c(C)c(C)c(C(=O)C2CCN(c3ccc([N+](=O)[O-])cn3)CC2)c(C)c1C	1%	-6%	3%	-1%	nt	-5%	-14	-8%	-3%	-9%	-26%
COc1ccc(NC(=O)CSc2nc(N3CCCCC3)nc(N3CCCCC3)n2)cc1	1%	-6%	-2%	-5%	1%	1%	-4	0%	-8%	1%	7%
Cc1occc1C(=O)N1CCCC(N2CCN(c3cccc(C(F)(F)F)c3)CC2)C1 (configuration not stated)	-1%	-1%	-8%	-19%	nt	8%	-3	-10%	4%	-9%	-1%
COc1ccccc1NC(=O)Cn1ncc2c1-c1ccccc1OC2	-3%	2%	-8%	-10%	33%[activator]	14%	-13	2%	0%	-12%	6%

Record cards, from the list above. Screens in order: FLuc modulator	NPC1 prom act	ELG1 genotox	p53 reactivator	Menin MLL FP TR	RORg inh	Giardia kill	PKM2 activator	Rab9 prom act	Gal4-VP16 FLuc	BRCA1 expr act
CC(C)OCCCNC(=O)CNC(=O)c1ccc(Cl)c(Cl)c1 across the screens: 6%	1%	0%	0%	-5%	28%	-9	-1%	-3%	-5%	-12%
O=S(=O)(c1ccc(Br)s1)N1CCN(c2ccccc2)CC1 across the screens: 3%	-3%	1%	-2%	16%	13%	-1	-1%	0%	-12%	2%
O=C(O)CCC(=O)NCc1cn(-c2ccccc2)nc1-c1cccc(Br)c1 across the screens: ?	-1%	3%	1%	-12%	4%	-8	-1%	-3%	-8%	-8%
COc1ccc(NC(=O)CSc2nc(N3CCCCC3)nc(N3CCCCC3)n2)cc1 across the screens: 1%	-6%	-2%	-5%	1%	1%	-4	0%	-8%	1%	7%
COc1ccc2nc(NCCCNC(=O)c3cc(OC)c(OC)c(OC)c3)c(C#N)cc2c1 across the screens: -2%	-3%	-7%	-1%	8%	-9%	-7	0%	2%	-11%	-13%

Only Giardia kill and p53 reactivator (2 entries from above):
mol | Giardia kill | p53 reactivator
O=C(COC(=O)c1cc(S(=O)(=O)N2CCOCC2)ccc1F)NC1CCCCC1 | 5 | 2%
O=C(NCCC1=CCCCC1)C1CCN(c2nc3ccccc3o2)CC1 | -4 | 0%

Compound activity: PubChem BioAssay, National Center for Advancing Translational Sciences (NCATS)
